G9a inh: G9a (human) methyltransferase inhibition; hit rate 8.8% among 350,000; G9a H3K9 monomethylation, AlphaScreen, 2 h; Q96KQ7; Potency, µM (titrated, usually from 102 µM), without a hit: at the highest dose activity, negative = inhibition, usual class: inhibitors; further: potency means the concentration at half of the fitted maximal effect; on the % scale 0 is the no-effect control and ±100 the full control effect; nearly all actives have a fitted effect of over 75% in size
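G9a (20 nM) was preincubated 15 min with compound, then reacted 2 h at room temperature with 500 nM biotin-H3K9 peptide and 20 µM SAM. Monomethyl-H3K9 detected by AlphaScreen using anti-H3K9me1 antibody.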
POLH inh: DNA polymerase eta (human) inhibition | Q9Y253 | recombinant Pol eta, fluorescent DNA replication assay | Potency, µM (top dose mostly 114 µM), inactives show top-dose activity change, negative = inhibition, most hits filed as inhibitors | hit rate 1.2% among 390,000 | AID 588591; further: potency means the concentration at half of the fitted maximal effect; on the % scale 0 is the no-effect control and ±100 the full control effect
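Pol eta at 10 nM preincubated with compounds 15 min at room temperature; reaction started with fluorescent substrate (50 nM final) and read kinetically at 0 and 10 min.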
PI4K2A block: blocks human PI4K2A kinase activity | Q9BTU6 | purified PI4K2A, ADP-Glo luminescence, 1 h; stronger effect = lower value | hit rate 0.13% among 420,000 | activity change, negative = inhibition, % at 76.9 µM | AID 1346378; in the data active means activity change below about -50%; inconclusive means mostly about -30% to -49%;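 further: -100% = wells without enzyme as full effect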
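ADP-Glo luminescence measured ADP generated by PI4K2A enzyme (4 ug/mL before mixing) with 1.2 mM PI substrate (pre-mix) and 300 microM ATP (pre-mix). Tris pH7.5 buffer with MgCl2, Triton X-100; 1 h reaction at ambient temperature.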
JMJD2A Tudor: inhibitors of human JMJD2A Tudor domain; Potency, µM (top dose mostly 114 µM), inactives show at the highest dose activity change, negative = inhibition, most hits filed as inhibitors; AlphaScreen JMJD2A-Tudor / H3K4me3 peptide binding; hit rate 4.4% among 390,000; AID 504339; O75164; further: potency means the concentration at half of the fitted maximal effect; on the % scale 0 is the no-effect control and ±100 the full control effect; nearly all actives have a fitted effect of over 50% in size
Target sequence (O75164 whole entry, looked up, the tested form may be a part): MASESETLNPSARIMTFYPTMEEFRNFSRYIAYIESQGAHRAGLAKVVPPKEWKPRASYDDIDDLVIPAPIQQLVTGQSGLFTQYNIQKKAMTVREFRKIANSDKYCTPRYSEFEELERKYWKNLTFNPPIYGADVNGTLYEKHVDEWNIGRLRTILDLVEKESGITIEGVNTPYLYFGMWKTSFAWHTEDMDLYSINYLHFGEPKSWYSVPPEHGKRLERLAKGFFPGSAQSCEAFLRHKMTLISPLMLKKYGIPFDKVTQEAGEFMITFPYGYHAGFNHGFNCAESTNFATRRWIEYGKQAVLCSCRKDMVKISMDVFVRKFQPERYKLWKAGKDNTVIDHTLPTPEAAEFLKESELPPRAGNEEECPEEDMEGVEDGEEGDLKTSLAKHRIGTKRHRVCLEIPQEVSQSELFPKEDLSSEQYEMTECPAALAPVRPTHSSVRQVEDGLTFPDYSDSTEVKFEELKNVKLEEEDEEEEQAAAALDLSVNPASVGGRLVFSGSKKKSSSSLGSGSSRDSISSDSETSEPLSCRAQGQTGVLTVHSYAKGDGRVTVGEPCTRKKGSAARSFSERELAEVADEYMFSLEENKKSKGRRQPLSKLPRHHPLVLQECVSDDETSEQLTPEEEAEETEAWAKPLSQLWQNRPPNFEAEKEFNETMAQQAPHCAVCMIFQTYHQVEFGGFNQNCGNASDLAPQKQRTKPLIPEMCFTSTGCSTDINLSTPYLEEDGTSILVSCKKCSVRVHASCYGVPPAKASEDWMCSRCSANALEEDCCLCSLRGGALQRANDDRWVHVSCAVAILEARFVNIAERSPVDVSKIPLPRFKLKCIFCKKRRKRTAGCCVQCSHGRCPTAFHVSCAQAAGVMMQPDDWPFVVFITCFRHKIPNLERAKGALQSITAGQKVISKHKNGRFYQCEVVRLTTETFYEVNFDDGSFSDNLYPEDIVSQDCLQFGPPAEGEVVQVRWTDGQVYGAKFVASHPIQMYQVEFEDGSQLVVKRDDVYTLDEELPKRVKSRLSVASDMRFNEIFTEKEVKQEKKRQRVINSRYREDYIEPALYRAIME
PGK inhibitor: inhibitors of T. brucei phosphoglycerate kinase. hit rate 0.043% among 380,000. Potency, µM (titrated, usually from 57.5 µM), without a hit: at the highest dose activity change, negative = inhibition, hits mostly inhibitors. PGK/GAPDH coupled, Kinase-Glo luminescence, 60 min. P07378. AID 602233; further: potency means the concentration at half of the fitted maximal effect; on the % scale 0 is the no-effect control and ±100 the full control effect; nearly all actives have a fitted effect of over 60% in size
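Luminescent ATP detection (Kinase-Glo Plus) follows a 60-minute room-temperature incubation, with wells lacking PGK as controls. Buffer: 100 mM TEA (pH 7.6), 5 mM MgCl2, 0.01% Tween-20. Coupling enzyme GAPDH (100 nM final) supplies unstable 1,3-BPG in-well.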
GLS inh: inhibitors of human glutaminase (GLS) | GLS enzymatic activity, qHTS titration | hit rate 0.21% among 410,000 | Potency, µM (doses to about 45.5 µM), for inactives: at the highest dose activity change, negative = inhibition, most hits filed as inhibitors; further: potency means the concentration at half of the fitted maximal effect; on the % scale 0 is the no-effect control and ±100 the full control effect
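hKGA in 45 mM KH2PO4 pH 8.2, 0.02% Tween-20 with pin-transferred compounds; 1 mM L-glutamine (stock) plus glutamate oxidase/HRP/Amplex Red coupling added. Fluorescence read initially and after 30 min at RT.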
HP1b chromo inh: HP1-beta chromodomain-methylated histone interaction inhibition; P83916; AlphaScreen HP1-beta / biotin-H3K9me3 peptide binding; Potency, µM (doses to about 114 µM), for inactives: top-dose activity change, negative = inhibition, actives largely listed as inhibitors; hit rate 0.56% among 390,000; AID 540317; further: potency means the concentration at half of the fitted maximal effect; nearly all actives have a fitted effect of over 70% in size; inactives centre near 23
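Compound inhibition of the preformed complex between 50 nM HP1-beta and 50 nM biotinylated H3K9me3 peptide was read by AlphaScreen. Buffer was PBS pH 7.4 with 0.01% Tween-20. Incubations ran 30 min at room temperature, with 10 ug/mL donor/acceptor beads.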
Pin1 inh: blocks the human prolyl isomerase Pin1 | Q13526 | Pin1 FP peptide displacement, HiFluor488, 10 min | hit rate 0.009% among 390,000 | Potency, µM (top dose mostly 115 µM), inactives show top-dose activity, negative = inhibition, most hits filed as inhibitors; active means well fitted inhibition curve with a large enough effect in the polarisation, with a control signal flat, not every such curve was filed as active; inconclusive means small, poorly fitted or top-dose-only effect, or effect the other way, or a change in a side signal; inactive means no such curve, though single readings can be large or run the other way; the % refers to the polarisation; further: potency means the concentration at half of the fitted maximal effect; on the % scale 0 is the no-effect control and ±100 the full control effect
BAZ2B inh: inhibitors of human BAZ2B bromodomain | AlphaScreen BAZ2B-H3K14Ac peptide displacement | Potency, µM (top dose mostly 114 µM), inactives show top-dose activity change, negative = inhibition, most hits filed as inhibitors | hit rate 4.4% among 360,000 | AID 504333; further: potency means the concentration at half of the fitted maximal effect; on the % scale 0 is the no-effect control and ±100 the full control effect; nearly all actives have a fitted effect of over 60% in size
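Complex of BAZ2B and biotin-H3K14Ac (50 nM apiece) forms over 30 min at RT, then faces library compounds up to 110 uM for another 30 min; AlphaScreen beads added, 20 min dark incubation, luminescence read.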
The depositor's hits bear a star; i = inactive; ? = inconclusive; nt = no result given; & = joins results of further samples; [ ] = dose if it differs, or a comment. Unless noted, the call rests on the fitted dose curve; in most records, active means well fitted curve in the direction sought with a large enough effect; inconclusive means small, poorly fitted or top-dose-only effect, or another doubt; inactive means no such curve, though single readings can be large; an effect the other way counts as inactive or inconclusive. These rows are one share of the data; rates above refer to the full screens.

SMILES | G9a inh | POLH inh | PI4K2A block | JMJD2A Tudor | PGK inhibitor | GLS inh | HP1b chromo inh | Pin1 inh | BAZ2B inh
Cc1ccc(N2C(=O)NC(=O)/C(=C/c3cnn(-c4ccc(C)cc4)c3)C2=O)cc1 | 3.55µM* | 8.2% | -4.2 | -8.2% | i | -13.5% | 45.7%[activator] | 9.2% | 2.5%
Cc1nc2c(c(N3CCOCC3)n1)OCC(=O)N2 | 13.5% | -12.0% | -3.4 | 3.0% | -0.3% | -11.2% | 46.7%[activator] | -8.6% | -5.5%
O=C(CCl)NCC1CCCO1 (stereo not drawn) | -43.8% | -13.1% | -0.3 | 12.4% | -14.8% | 0.1% | 40.5%[activator] | 0.5% | -11.8%
O=C1/C(=C/c2cccnc2)SC(=NCc2ccccc2)N1Cc1ccccc1 | 13.8% | -12.5% | -5.4 | -2.1% | -2.5% | -3.7% | 54.1%[activator] | 1.5% | 2.5%
COC(=O)c1ccccc1NC(=O)N1C[C@@H]2C[C@@H](C1)c1cccc(=O)n1C2 | ? | -22.5% | 1.9 | 2.7% | -3.4% | -10.6% | 44.6%[activator] | -10.4% | -7.0%
Cc1cccc(CN2CCCC(C(=O)c3ccc(C(F)(F)F)cc3)C2)n1 (stereo not drawn) | -36.5%[12.7 µM] | -16.3% | 1.1 | -4.2% | 4.3% | -1.4% | 26.2% | 4.1% | ?
CC(=NCC1CCCO1)c1c(O)n(-c2ccc(C)cc2)c(=O)[nH]c1=O (stereo not drawn) | -18.4%[59 µM] | -12.2% | -1.0 | -10.8% | -0.4% | 0.5% | 30.4% | -11.9% | -7.7%
Oc1ccccc1O | 1.78µM* | ? | -2.6&0.5 | 39.8µM* | 1.1% | ? | ? | ? | 6.2%
COc1ccc(OCC(=O)N2CCN(CCc3ccncc3)CC2)cc1 | -10.9%[59 µM] | 2.6% | -0.6 | -4.6% | i | -12.1% | 41.8%[activator] | -2.7% | -16.1%
CCOc1cc2[nH]c(=O)n(CCCC(=O)N3CCN(c4cccc(Cl)c4)CC3)c(=O)c2cc1OCC | -3.6%[59 µM] | -9.2% | -1.5 | ? | -7.1% | 4.1% | -8.0% | 2.3% | -21.7%
O=C1NC(=S)N(c2ccc(Br)cc2)C(=O)/C1=C/N1CCN(C(=O)c2ccco2)CC1 | 44.7µM* | -10.0% | -2.6 | -29.0% | -7.3% | ? | 4.1% | ? | -33.1%
COP(=O)(OC)C(NS(=O)(=O)c1ccccc1)C(Cl)(Cl)Cl (stereo not drawn) | 7.8% | -3.2% | -5.0 | -14.4% | 7.4% | 16.4% | 39.8%[activator] | -2.4% | -22.3%
COc1cc(CN2C(=O)NC(=O)C3(Cc4cc(C)ccc4N(C)C3)C2=O)cc(OC)c1 (stereo not drawn) | ? | -4.3% | -2.5 | -31.9% | -1.6% | -4.2% | 22.8% | 4.2% | -35.2%
CCN1CCC(NCC2CCCCC2)CC1 | ? | -10.6% | 0.0 | 6.3% | -8.1% | -0.3% | 38.1% | 1.5% | -19.4%
O=C1NC(=O)N(c2cccc(Br)c2)C(=O)/C1=C/c1ccsc1 | 10µM* | -8.2% | -6.3 | -11.2% | -9.8% | -10.8% | 28.9% | ? | -2.1%
COc1ccc(CNS(=O)(=O)c2cc3c(cc2C)N(C)CCO3)cc1 | -9.0%[59 µM] | ? | -2.8&4.7 | -29.2%&-3.3% | -12.9% | 28.2%&2.1% | 6.8%&28.8% | -2.1%&-0.7% | -36.5%&-13.9%
Cc1cc(C(=O)O)c(C)n1C1CC1 | 39.6%[activator][12.7 µM] | 8.0% | -3.6 | -18.7% | 8.1% | -9.5% | -6.5% | -2.6% | -27.9%
Nc1cc(N2CCNCC2)ccc1[N+](=O)[O-] | -5.2%[59 µM] | -9.8% | 8.2 | -14.9% | -10.5% | 4.1% | 16.8% | -5.0% | -8.3%
COc1cccc(OC)c1C(=O)NC(=S)N1C[C@H]2C[C@H](C1)c1cccc(=O)n1C2 | ? | -12.9% | -4.4 | -17.7% | -9.8% | 22.8% | 15.5% | -2.9% | -5.9%
COP(=S)(OC)SCN1C(=O)c2ccccc2C1=O | 15.8µM* | -5.6% | -16.2&-4.8 | -13.7% | 3.2% | -28.0%&13.0% | 15.1% | ? | -5.7%
Cn1cnc([N+](=O)[O-])c1Sc1ccc([N+](=O)[O-])cc1 | nt | 1.7% | -13.2 | -12.4% | 5.2% | -5.6% | 1.8% | -4.4% | -8.3%
CC(=O)c1ccc(-c2ccc(Cn3c(C)nc4cc(N)c(C)nc43)cc2)cc1 | 15.8µM* | -4.6% | 5.4 | -30.6% | i | 13.5% | 7.4% | -1.7% | -29.1%
Nc1ccc2nonc2c1[N+](=O)[O-] | ? | ? | -2.1 | -12.1% | -1.2% | -6.4% | 40.1%[activator] | nt | -22.6%
CN1CCCCC1c1ccc(-c2cccnc2)nc1 (stereo not drawn) | -117.5%[59 µM] | -2.5% | -5.2 | -17.7% | -5.9% | 3.5% | 31.8% | 12.3% | ?
CCOC(=O)CNC(=O)CSP(=S)(OCC)OCC | ? | 7.9% | -4.0 | 12.6% | -0.8% | nt | 20.0% | 0.9% | 2.4%
CCCCn1c(=O)c(C(=O)NCc2ccccc2Cl)c(O)c2ccccc21 | -3.8%[0.501 µM] | -28.4% | 0.4 | 66.7%[activator] | -7.8% | -1.3% | 109.0%[activator] | 2.0% | 39.7%[activator]
Cc1n[nH]c(C)c1CCCCOc1ccc([N+](=O)[O-])cc1 | 50.1µM* | -17.0% | -1.2 | -15.0% | 12.0% | 0.8% | 17.8% | -5.5% | -19.7%
CC(=O)OC1CC(OC2C(O)CC(OC3C(O)CC(OC4CCC5(C)C(CCC6C5CC(O)C5(C)C(C7=CC(=O)OC7)CCC65O)C4)OC3C)OC2C)OC(C)C1OC1OC(CO)C(O)C(O)C1O (stereo not drawn) | nt | -3.8% | 3.8 | -23.4% | -3.1% | -2.0% | 32.8% | 2.3% | nt
CN(C[C@H](Cc1ccccc1)N(C[C@H](Cc1ccccc1)N(CC1(c2ccccc2)CC1)N=O)N=O)N=O | -6.3%[59 µM] | -11.3% | -5.5 | -26.6% | 0.7% | 0.7% | 16.3% | 3.9% | ?
O=C(COC(=O)c1ccccc1)Nc1ccccc1Sc1ccccc1 | 84.5%[activator][59 µM] | -6.7% | -3.9 | 73.6%[activator] | i | 7.3% | 134.7%[activator] | 13.6% | 92.9%[activator]
Cc1ncoc1C(=O)NCC1=C(c2ccc(S(C)(=O)=O)cc2)C[C@@H]2CC[C@H]1N2CCOc1ccccc1 | nt | -5.8% | -1.9 | nt | 5.4% | 0.2% | nt | nt | nt
Cn1c(O)c(C=NCCN2CCOCC2)c(=O)n(C)c1=S | 31.6µM* | -17.6% | 3.4 | -6.5% | -3.3% | 1.1% | 4.8% | 3.5% | ?
COC(=O)C1=C(c2ccc(-c3ccccc3)c(F)c2)C[C@@H]2CC[C@H]1N2C(=O)NCCOc1ccccc1 | 18.2%[2.33 µM] | -9.9% | -0.4 | -20.7% | -8.0% | 3.8% | 17.6% | 8.0% | 4.7%
CCc1ccc(-n2c(O)c(C(C)=O)c(=O)[nH]c2=O)cc1 (tested in a mixture with another compound) | ? | -1.0% | -0.7 | -5.8% | -8.8% | 2.0% | 9.3% | 12.9% | -24.0%
CCc1ccc(NC(=O)CN2CC(c3ccccc3)CC2=O)cc1 (stereo not drawn) | -9.4% | -9.3% | 3.5 | -15.1% | -0.6% | -5.1% | 27.9% | -4.2% | -35.6%
O=C1c2ccccc2NC(c2ccccc2O)N1NS(=O)(=O)c1ccccc1 (stereo not drawn) | -19.9% | -20.6% | 4.0 | 4.2% | -9.5% | 18.0% | 39.6%[activator] | -3.9% | 6.3%
COC(=O)C1=C(c2ccc(Cl)c(C(F)(F)F)c2)C[C@@H]2CC[C@H]1N2C(=O)NC1CCCCC1 | -5.7%[0.501 µM] | -17.1% | -3.0 | -7.9% | i | -2.7% | 57.9%[activator] | 3.1% | -9.1%
COC(=O)C1=C(c2cc3ccccc3o2)C[C@@H]2CC[C@H]1N2C | 7.6%[0.501 µM] | -18.5% | -1.8 | -4.9% | -0.9% | 6.1% | 30.1% | 1.3% | -1.3%
COc1ccc(CN2CCN(c3ncnc4sc5c(c34)CCCC5)CC2)cc1F | ? | nt | 1.3 | -29.8% | nt | 0.3% | 5.1% | 1.5% | -28.6%
CCOC(=O)C1=C(C)OC(N)=C(C(=O)OC)C12C(=O)Nc1ccc(Br)cc12 (stereo not drawn) | 8.2%[2.33 µM] | -6.2% | -0.3 | 15.0%[57.1 µM] | -0.9% | -19.6% | 9.4% | -0.4% | 0.2%
COc1ccc(CCNCc2ccsc2)cc1OC | nt | 0.9% | -0.1 | -17.1% | -9.8% | 3.2% | 24.6% | 0.9% | -6.7%

An excerpt of these results, with values under each structure.
The line under a structure holds: G9a inh, POLH inh, PI4K2A block, JMJD2A Tudor, PGK inhibitor, GLS inh, HP1b chromo inh, Pin1 inh, BAZ2B inh
- COc1cccc(OC)c1C(=O)NC(=S)N1C[C@H]2C[C@H](C1)c1cccc(=O)n1C2
    ?, -12.9%, -4.4, -17.7%, -9.8%, 22.8%, 15.5%, -2.9%, -5.9%
- COP(=S)(OC)SCN1C(=O)c2ccccc2C1=O
    15.8µM*, -5.6%, -16.2&-4.8, -13.7%, 3.2%, -28.0%&13.0%, 15.1%, ?, -5.7%

High-throughput results: PubChem BioAssay, National Center for Advancing Translational Sciences (NCATS)
